ALDH1A1 inh: blocks purified human ALDH1A1 activity | Purified ALDH1A1, NADH fluorescence, propionaldehyde substrate | Potency, µM (highest dose often 75.3 µM), without a hit: at the top dose activity, negative = inhibition, actives largely listed as inhibitors | 220,000 compounds, 7.3% hits; active means well fitted inhibition curve with a large enough effect, not every such curve was filed as active; inconclusive means small, poorly fitted or top-dose-only effect, or another doubt; inactive means no such curve, though single readings can be large or run the other way;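 further: plate controls were no enzyme wells and a reference inhibitor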
L3MBTL1 block: blocks human L3MBTL1; Potency, µM (series often up to 57.1 µM), without a hit: top-dose activity, negative = inhibition, usual class: inhibitors; AlphaScreen L3MBTL1–H3K9me1 peptide binding; 230,000 compounds, 0.66% hits; AID 485360; Q9Y468; further: on the % scale 0 is the no-effect control and ±100 the full control effect; nearly all actives have a fitted effect of over 60% in size
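Read-out is AlphaScreen signal from streptavidin donor and nickel chelate acceptor beads (10 ug/mL final each) bridging L3MBTL1 (50 nM) and biotinylated K9-monomethylated H3(1-15) peptide (75 nM), after 30 min compound exposure at room temperature.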
KDM4E inh: inhibitors of human JMJD2E histone demethylase. AID 2147. 230,000 compounds, 1.6% hits. JMJD2E catalytic domain, FDH-coupled NADH fluorescence (FDH is formaldehyde dehydrogenase). B2RXH2. Potency, µM (titrated, usually from 57.1 µM), inactives show top-dose activity change, negative = inhibition, most hits filed as inhibitors; active means well fitted inhibition curve with a large enough effect, not every such curve was filed as active; inconclusive means small, poorly fitted or top-dose-only effect, or another doubt; inactive means no such curve, though single readings can be large or run the other way;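 further: 0% = wells with enzyme and -100% = buffer wells without enzyme; nearly all actives have a fitted effect of over 50% in size; many of its hits are not listed in these tables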
Target sequence (B2RXH2 1-337 limits assumed): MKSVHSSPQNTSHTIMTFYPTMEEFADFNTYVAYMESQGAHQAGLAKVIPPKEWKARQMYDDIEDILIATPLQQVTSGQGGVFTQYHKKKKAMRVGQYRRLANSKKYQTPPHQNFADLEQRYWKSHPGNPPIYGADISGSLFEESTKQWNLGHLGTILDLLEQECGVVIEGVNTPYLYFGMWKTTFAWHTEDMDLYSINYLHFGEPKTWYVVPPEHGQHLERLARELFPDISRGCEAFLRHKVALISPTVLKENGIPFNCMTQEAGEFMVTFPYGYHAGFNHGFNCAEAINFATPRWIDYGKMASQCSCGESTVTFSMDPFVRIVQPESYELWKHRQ
LMNA splice mod: changes lamin A minigene splicing in HeLa cells | 200,000 compounds, 0.01% hits | AID 1487 | HeLa LMNA splicing GFP/RFP minigene ratio, 48 h | Potency, µM (top dose mostly 46.1 µM), for the others: at the top dose ratio change, negative = inhibition, usual class: inhibitors; active means well fitted inhibition curve with a large enough effect in the signal ratio, with a control signal flat, not every such curve was filed as active; inconclusive means small, poorly fitted or top-dose-only effect, or effect the other way, or a change in a side signal; the % refers to the signal ratio; further: on the % scale 0 is the no-effect control and ±100 the full control effect
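Read-out is the ratio of GFP to DsRed2 object intensity, acquired by 488 nm laser-scanning cytometry on HeLa lamin A-EGFP minigene reporter cells. Compound incubation 48 hrs at 37 °C in Opti-MEM with 2% FBS; DMSO 0.5% final.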
RECQ1 inh: blocks DNA unwinding by human RECQ1 | AID 2549 | RECQ1 DNA unwinding, red fluorescence kinetic read | Potency, µM (highest dose often 57.3 µM), for the others: at the highest dose activity, negative = inhibition, most hits filed as inhibitors | 240,000 compounds, 0.54% hits;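 further: plate controls were vehicle for no effect and no enzyme for full effect; nearly all actives have a fitted effect of over 30% in size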
Target sequence (P46063 whole entry, looked up): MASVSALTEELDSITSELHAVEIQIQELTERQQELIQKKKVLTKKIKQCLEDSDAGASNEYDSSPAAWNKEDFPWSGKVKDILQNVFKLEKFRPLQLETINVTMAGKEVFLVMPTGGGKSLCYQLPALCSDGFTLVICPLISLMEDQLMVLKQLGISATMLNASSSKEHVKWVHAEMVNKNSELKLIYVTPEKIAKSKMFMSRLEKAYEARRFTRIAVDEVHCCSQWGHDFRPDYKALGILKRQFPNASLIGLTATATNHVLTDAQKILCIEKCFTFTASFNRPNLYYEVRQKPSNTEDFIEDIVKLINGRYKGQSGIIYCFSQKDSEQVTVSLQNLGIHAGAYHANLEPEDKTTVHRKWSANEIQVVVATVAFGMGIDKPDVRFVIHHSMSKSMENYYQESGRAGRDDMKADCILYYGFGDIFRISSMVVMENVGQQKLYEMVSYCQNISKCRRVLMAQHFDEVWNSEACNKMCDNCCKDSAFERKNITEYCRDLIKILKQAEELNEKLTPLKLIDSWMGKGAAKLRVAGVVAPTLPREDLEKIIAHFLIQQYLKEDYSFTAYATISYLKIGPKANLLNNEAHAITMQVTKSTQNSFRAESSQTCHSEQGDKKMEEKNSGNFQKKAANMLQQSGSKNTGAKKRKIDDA
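RECQ1T1 50 nM; forked duplex (20 bp + 30-nt ss tails) 200 nM, ATP 2 mM final; pH 8.0, 2 mM MgCl2, 2.5 ug/ml poly(dI-dC); 15 min compound preincubation; discontinuous kinetic read over 2 h at RT.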
SMN2 splice up: increases expression of the SMN2 splice variant; Potency, µM (highest dose often 46.1 µM), without a hit: at the top dose activity change, positive = activation, usual class: activators; 210,000 compounds, 2.8% hits; HEK293 SMN2-luciferase splicing reporter, luminescence, 30-36 h; further: % of control where 0% means no effect; nearly all actives have a fitted effect of over 55% in size
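qHTS luciferase splicing reporter: luminescence rises when SMN2 exon 7 is included in transfected HEK293 cells. Compound exposure lasted 30-36 h at 37C, with 4.5 mM final sodium butyrate as control, followed by a ONE-Glo read.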
KinaseGlo FLuc: Kinase-Glo luciferase inhibition (counter-screen). AID 1379. 200,000 compounds, 0.28% hits. Kinase-Glo luciferase, ATP luminescence, 8 min. Potency, µM (titrated, usually from 38.3 µM), inactives show at the top dose activity change, negative = inhibition, most hits filed as inhibitors. Q27757; further: on the % scale 0 is the no-effect control and ±100 the full control effect; nearly all actives have a fitted effect of over 60% in size
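Substrate mix (final 50 mM imidazole pH 7.2, 50 mM KCl, 7 mM MgCl2, 10 uM ATP, 0.01% Tween 20, 0.05% BSA) plus pin-tool compound, then Kinase-Glo detection mix; 8 min ambient, luminescence read.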
Tau fibril ThT: tau fibrillization inhibition (ThT binding); 270,000 compounds, 2.1% hits; Potency, µM (highest dose often 57.4 µM), without a hit: at the highest dose activity, negative = inhibition, usual class: inhibitors; recombinant tau K18 P301L (four-repeat tau fragment), heparin-induced fibrillization, ThT fluorescence; P10636; AID 1460; further: on the % scale 0 is the no-effect control and ±100 the full control effect; nearly all actives have a fitted effect of over 55% in size
Target sequence (P10636 561-689 P618L limits assumed): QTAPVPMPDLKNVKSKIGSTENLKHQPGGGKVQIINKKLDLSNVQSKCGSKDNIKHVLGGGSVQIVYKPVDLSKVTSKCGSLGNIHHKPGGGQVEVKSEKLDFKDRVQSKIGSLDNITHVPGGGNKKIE
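Aggregation was driven by heparin (20 uM final) acting on recombinant tau […] bearing P301L in 100 mM sodium acetate pH 7; fibrils were detected with Thioflavin T.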
* hit, by the source's call; i = inactive; ? = inconclusive; . = not tested or not shown; [ ] = dose if it differs, or a comment. Unless noted, the call rests on the fitted dose curve; in most records, active means well fitted curve in the direction sought with a large enough effect; inconclusive means small, poorly fitted or top-dose-only effect, or another doubt; inactive means no such curve, though single readings can be large; an effect the other way counts as inactive or inconclusive. Potency means the concentration at half of the fitted maximal effect. Not all compounds are listed; the hit share may differ from the screen's.

Letter code: A = ALDH1A1 inh; B = L3MBTL1 block; C = KDM4E inh; D = LMNA splice mod; E = RECQ1 inh; F = SMN2 splice up; G = KinaseGlo FLuc; H = Tau fibril ThT
> Cc1cc(C(=O)CSc2nc(N)cc(=O)[nH]2)c(C)n1-c1ccc(OC(F)F)cc1
  A = 1%	B = ?	C = -7%	D = ?	E = i	F = -76%[inhibitor]	G = -7%	H = -10%

> CCCCC1(C)Nc2ccccc2-c2nc3ccccc3n21 (stereo not given)
  A = ?	B = 9%	C = ?	D = 16%	E = i	F = -9%	G = -4%	H = ?

> Cc1nc2c(=O)oc3ccccc3c2n1-c1ccccc1
  A = 2%	B = 3%	C = 10%	D = 7%	E = -14%	F = -7%	G = -5%	H = -1%

> Cn1cc(/C=N/NC(=O)COc2ccccc2[N+](=O)[O-])c2ccccc21
  A = -19%	B = -11%	C = -1%	D = -12%	E = -1%	F = -17%	G = 0%	H = ?

> COc1ccc(NC(=O)N2CCC3(CC2)CCN(C(=O)c2csnn2)CC3)cc1
  A = -12%	B = .	C = .	D = .	E = -1%	F = -21%	G = -1%	H = .

> CCCNC(=O)c1c(O)c2c([nH]c1=O)CCCC2
  A = 2%	B = 2%	C = -3%	D = .	E = 4%	F = .	G = 0%	H = -3%

> C=CCN1C(=O)CN=C1Nc1ccc(OC)cc1OC
  A = 8%	B = 11%	C = -2%	D = 10%	E = -2%	F = 9%	G = 15%	H = -10%

> COC(=O)c1cccc(NC(=O)NC23CC4CC(CC(C4)C2)C3)c1
  A = 32µM*	B = .	C = -24%	D = 10%	E = -3%	F = 11%	G = 8%	H = 2%

> CC(C)c1ccc(S(=O)(=O)c2cc3cc(Br)ccc3oc2=O)cc1
  A = -16%	B = -8%	C = -3%	D = ?	E = -7%	F = 4%	G = 3%	H = 11%

> Cc1ccc(/C=N/c2sc3c(c2C(N)=O)CCCC3)o1
  A = ?	B = 29%	C = ?	D = .	E = i	F = ?	G = -4%	H = ?

> C/C(=N\NC(=O)c1ccc(CSc2nncn2C)cc1)c1ccc(Cl)cc1
  A = -11%	B = -2%	C = 11%	D = ?	E = -1%	F = 10%	G = 0%	H = -14%

> C/C(=N/NC(=O)CN1CCN(Cc2ccccc2Cl)CC1)c1cccnc1
  A = .	B = 13%	C = 1%	D = .	E = 6%	F = .	G = .	H = -12%

> O=C(NN1CCOCC1)c1cc(-c2cccc(Cl)c2)nc2ccccc12
  A = 1%	B = -5%	C = 6%	D = 5%	E = -5%	F = -20%	G = -2%	H = -1%

> CCOc1ccc(C(=S)NC2CCCCC2)cc1OC
  A = 40µM*	B = -1%	C = -3%	D = 19%	E = i	F = 9%	G = -2%	H = -8%

> CC1(C)CC(=O)N(CC(=O)NC2CCCC2)c2ccccc2S1(=O)=O
  A = 7%	B = .	C = -10%	D = -7%	E = -12%	F = -5%	G = 3%	H = -7%

> Cc1ccc(CN=c2c([N+](=O)[O-])nn(-c3ccc4c(c3)OCCO4)n2O)cc1
  A = -10%	B = ?	C = 1%	D = -6%	E = 10%	F = .	G = -8%	H = 8%

> COc1ccc(Br)cc1S(=O)(=O)NCCCN1CCOCC1
  A = 3%	B = -1%	C = 8%	D = 16%[46 µM]	E = -8%	F = .	G = -1%	H = -4%

> Cc1ccc2c(c1)-c1c(cnn1CC(=O)N1CCCN(Cc3ccccc3F)C1)CO2
  A = 1%	B = -11%	C = 5%	D = -6%	E = -3%	F = 2%	G = 6%	H = -11%

> Cc1cc(N2C(=O)C(=O)/C(=C(/O)c3ccccc3)C2c2cccs2)no1 (stereo not given)
  A = -4%	B = 7%	C = 4%	D = -2%	E = -12%	F = -15%	G = 2%	H = -9%

> O=C1CCCc2c1[nH]c1ccc(Cl)cc21
  A = -8%	B = 8%	C = ?	D = ?	E = -7%	F = -2%	G = 5%	H = -24%

> O=C(CSc1nnc(-c2ccco2)o1)N1CCOCC1
  A = -13%	B = .	C = 6%	D = -1%	E = -5%	F = 18%	G = 1%	H = -6%

> O=C(CN1CCN(C(c2ccccc2)c2ccccc2)CC1)NCc1ccccc1
  A = -4%	B = -3%	C = -2%	D = -9%[46 µM]	E = i	F = 3%	G = 1%	H = -3%

> O=C(Nn1cnnc1)c1ccc([N+](=O)[O-])cc1
  A = -6%	B = 11%	C = 7%	D = 10%[46 µM]	E = i	F = -2%	G = 3%	H = ?

> CCOc1ccccc1NC(=S)NCCCn1ccnc1
  A = 10%	B = .	C = 1%	D = .	E = 0%	F = 7%	G = -4%	H = 4%

> Nc1nc(Nc2ccccc2F)nc(N2CCOCC2)c1[N+](=O)[O-]
  A = .	B = -3%	C = -5%	D = .	E = i	F = .	G = .	H = -12%

(listing goes on)
Letter code: A = ALDH1A1 inh; B = L3MBTL1 block; C = KDM4E inh; D = LMNA splice mod; E = RECQ1 inh; F = SMN2 splice up; G = KinaseGlo FLuc; H = Tau fibril ThT
> COCCCn1c(C)csc1=Nc1cccnc1
  A = -4%	B = -12%	C = 3%	D = ?	E = -4%	F = -14%	G = 0%	H = 1%

> CC(C)c1ccc(NC(=S)NCc2cccs2)cc1
  A = 2%	B = .	C = 5%	D = ?	E = i	F = 17%	G = -2%	H = -16%

> CCOC(=O)c1cnc2nc[nH]n2c1=O
  A = 4%	B = 33%[activator]	C = 6%	D = ?	E = -5%	F = 4%	G = -3%	H = 3%

> Cc1ccc(C(=O)c2ccccc2C(=O)OCC(=O)NCCc2ccc(Cl)cc2Cl)cc1
  A = -5%	B = 15%	C = 7%	D = ?	E = -16%	F = 3%	G = 0%	H = -12%

> C=CCNCc1cccn1-c1sc2c(c1C#N)CCCC2
  A = -14%	B = .	C = -26%	D = 0%	E = -4%	F = ?	G = -1%	H = -10%

> CN(Cc1ccccc1)c1c([N+](=O)[O-])c(=O)n(C)c2ccccc12
  A = .	B = -24%	C = 5%	D = .	E = -4%	F = .	G = .	H = ?

> NC(=O)Nc1ccc(C(=O)OCC(=O)Nc2ccc([N+](=O)[O-])cc2C(F)(F)F)cc1
  A = 5%	B = 8%	C = -2%	D = 13%	E = -4%	F = 11%	G = -1%	H = -10%

> COCc1nnc(NC(=O)c2cc(OC)c(OC)cc2[N+](=O)[O-])s1
  A = 15%	B = 7%	C = 0%	D = 6%	E = -4%	F = -10%	G = 1%	H = -9%

> O=C(O)c1cccc(S(=O)(=O)N2CCOCC2)c1
  A = 6%	B = .	C = -4%	D = -6%	E = i	F = 11%	G = 3%	H = -1%

> Cc1cccc(NC(=O)C(=O)NCC2CCCO2)c1 (stereo not given)
  A = 11%	B = -2%	C = -2%	D = 9%[46 µM]	E = -6%	F = .	G = -9%	H = -2%

> Cc1cc(C)nc(SCc2cn3c(C)cc(C)nc3n2)n1
  A = .	B = -6%	C = ?	D = .	E = 7%	F = .	G = .	H = -2%

> O=C(OCc1ccc(Br)cc1)c1cccc(-c2nnc(-c3ccccc3)o2)c1
  A = ?	B = 0%	C = 11%	D = -13%	E = -11%	F = 2.2µM*	G = 0%	H = -14%

> Cc1ccc(S(=O)(=O)NCCNC(=O)N2CCOCC2)cc1
  A = -1%	B = .	C = -1%	D = 8%	E = -8%	F = 2%	G = 3%	H = -9%

> CSCC(=O)N1CCCC(CNC(=O)c2ccccc2Cl)C1 (stereo not given)
  A = ?	B = 11%	C = 17%	D = -2%[46 µM]	E = 11%	F = .	G = 1%	H = 7%

> CC(=O)Nc1ccc(NC(=O)c2sc3nc4n(c(=O)c3c2C)CCCCC4)cc1
  A = ?	B = 0%	C = -5%	D = -10%[46 µM]	E = 7%	F = -24%	G = 3%	H = -12%

> Fc1ccccc1NC(=S)Nc1ccc(Br)cc1
  A = ?	B = 14%	C = -10%	D = ?	E = 1%	F = .	G = .	H = ?

> O=C(Nc1ccc(F)cc1)N1CCc2ccccc2C1
  A = -9%	B = 10%	C = -3%	D = .	E = i	F = .	G = -8%	H = -4%

> CCN(CCCNC(=O)c1[nH]c(C)c(C(C)=O)c1C)c1cccc(C)c1
  A = 1%	B = -8%	C = 1%	D = ?	E = i	F = -7%	G = 0%	H = ?

> Cc1ccc(C(=O)Nc2cccc([N+](=O)[O-])c2)cc1S(=O)(=O)Nc1ccc(NC(=O)c2ccccc2)cc1
  A = ?	B = 0%	C = -5%	D = ?	E = -13%	F = ?	G = 1%	H = -16%

> Cn1cc(C(=O)c2cccc(Cl)c2)cc1/C=N\O
  A = ?	B = -12%	C = 10%	D = -11%[46 µM]	E = 0%	F = -8%	G = -3%	H = -8%

> CCCn1c(C)nc2c(NCc3ccccc3)nc(C)nc21
  A = -5%	B = .	C = -14%	D = .	E = -3%	F = -31%[inhibitor]	G = -7%	H = -4%

> COC(=O)C1=C(C)N(C)C(=O)NC1c1ccccc1 (stereo not given)
  A = -1%	B = .	C = 8%	D = 2%	E = 3%	F = 20%	G = -3%	H = -8%

> O=C(NCC1CCCO1)C(=O)N/N=C/c1ccccc1C(=O)O (stereo not given)
  A = 1%	B = 14%	C = -6%	D = .	E = -3%	F = -11%	G = -1%	H = -2%

> CCn1c(CNC(=O)COc2c(C)cccc2C)nnc1SCC(=O)Nc1nccs1
  A = 9%	B = 10%[11.4 µM]	C = 2%	D = 1%	E = -7%	F = 19%	G = 2%	H = 0%

> CCN(CCn1cccn1)Cc1cn[nH]c1-c1ccc(OC)cc1F
  A = ?	B = 0%	C = 4%	D = .	E = -7%	F = .	G = .	H = -11%

> CC(C)COP(=O)(OCC(C)C)C(O)c1ccc(F)cc1 (stereo not given)
  A = 15%	B = 8%	C = -1%	D = 3%	E = 1%	F = -8%	G = -2%	H = 1%

> COc1cccc2c1OC1(C)CC2NC(=O)N1c1cccc(C(=O)Nc2ccc3c(c2)OCCO3)c1 (stereo not given)
  A = ?	B = .	C = -4%	D = -29%	E = -12%	F = -31%	G = -6%	H = -10%

An excerpt from above with just Tau fibril ThT.
SMILES	Tau fibril ThT
Cc1ccc(C(=O)Nc2cccc([N+](=O)[O-])c2)cc1S(=O)(=O)Nc1ccc(NC(=O)c2ccccc2)cc1	-16%
Cn1cc(C(=O)c2cccc(Cl)c2)cc1/C=N\O	-8%

Screening data: PubChem BioAssay, National Center for Advancing Translational Sciences (NCATS)
